# IDE inh – inhibitors of human insulin-degrading enzyme in cells; P14735; HEK cells, FAbetaB cleavage, fluorescence polarization; inhibition, % at 5.59 µM; actives 0.41% (n = 320,000); AID 434962;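 active = percent inhibition above the average of all tested compounds plus 3 SD, set per screening campaign, cut at about 16% in these data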;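 also: IDE supplied by intact live HEK cells; FP after avidin binding of uncleaved biotin substrate so inhibition keeps polarization high; 0% = DMSO wells and 100% = 60 µM reference IDE inhibitor Ii1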
# Target sequence (P14735 whole entry, looked up): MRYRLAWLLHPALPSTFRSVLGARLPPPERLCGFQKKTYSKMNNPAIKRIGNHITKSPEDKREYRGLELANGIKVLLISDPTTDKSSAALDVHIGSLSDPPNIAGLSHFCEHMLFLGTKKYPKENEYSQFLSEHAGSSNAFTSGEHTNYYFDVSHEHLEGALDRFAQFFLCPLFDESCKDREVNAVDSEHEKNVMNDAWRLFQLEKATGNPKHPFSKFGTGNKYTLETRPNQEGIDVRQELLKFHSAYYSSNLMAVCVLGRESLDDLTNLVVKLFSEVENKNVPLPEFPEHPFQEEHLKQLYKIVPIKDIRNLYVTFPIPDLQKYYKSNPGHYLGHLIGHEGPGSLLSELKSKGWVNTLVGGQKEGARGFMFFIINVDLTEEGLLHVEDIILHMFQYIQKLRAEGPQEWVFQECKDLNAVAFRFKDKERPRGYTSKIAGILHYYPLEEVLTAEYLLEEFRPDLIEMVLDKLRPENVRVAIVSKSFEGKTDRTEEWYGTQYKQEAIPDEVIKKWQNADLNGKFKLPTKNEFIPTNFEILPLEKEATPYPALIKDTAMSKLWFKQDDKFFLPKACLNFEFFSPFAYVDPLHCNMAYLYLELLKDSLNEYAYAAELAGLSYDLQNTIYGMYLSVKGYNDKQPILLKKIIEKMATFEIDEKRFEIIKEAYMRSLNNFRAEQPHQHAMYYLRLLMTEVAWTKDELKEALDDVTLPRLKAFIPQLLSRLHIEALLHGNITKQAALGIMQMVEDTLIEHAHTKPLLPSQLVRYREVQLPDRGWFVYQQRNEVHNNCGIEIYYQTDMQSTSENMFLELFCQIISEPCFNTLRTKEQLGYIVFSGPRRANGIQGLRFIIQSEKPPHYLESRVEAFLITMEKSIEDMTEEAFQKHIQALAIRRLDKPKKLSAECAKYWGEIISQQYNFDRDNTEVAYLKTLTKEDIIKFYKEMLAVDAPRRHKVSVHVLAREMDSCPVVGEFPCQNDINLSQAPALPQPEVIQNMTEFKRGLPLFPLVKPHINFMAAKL
# IDE act – IDE (human) activation, cell-based | activation, % at 5.96 µM | actives 0.073% (n = 340,000) | P14735 | AID 493087 | HEK cells, FAbeta-B cleavage, fluorescence polarization; 0% vehicle, 100% cell-free pure enzyme wells;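 active = activation above the mean of all tested compounds plus 3 SD, set per screening campaign, cut at about 17% in these data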
# Numbers without * were called inactive. This is a subset; rates above refer to the full screens.
SMILES,IDE inh,IDE act
O=C(CN1C(=O)NC2(CCCCCC2)C1=O)Nc1cccc(F)c1,-2,5
COCCN(C(=O)COC(=O)CCC(=O)c1cccs1)c1c(N)n(Cc2ccccc2)c(=O)[nH]c1=O,9,-4
O=C(c1ccc(S(=O)(=O)Nc2ccccc2F)cc1)N1CCC1,-2,5
N#Cc1ccc(C2=CC(=O)C[C@H](c3ccc(Cl)cc3)C2)cc1,-4,4
Cc1ccc(CSCC(=O)N(C)CC(=O)Nc2ccc(Br)cc2C)cc1,2,0
CC(=O)Nc1ccc(NC(=O)C(C)OC(=O)c2c(C)nn(-c3ccccc3)c2Cl)cc1 (stereo unspecified),-3,1
Cc1ccccc1S(=O)(=O)NC(=NCc1ccc(F)cc1)c1ccccc1,1,2
CCCn1c(N)c(C(=O)CN(C)CC(=O)Nc2c(Cl)cccc2Cl)c(=O)[nH]c1=O,-3,3
COc1ccc(C(CNC(=O)COc2ccccc2C)N2CCCCC2)cc1 (stereo unspecified),-8,6
COc1ccc(-c2nn(Cc3ccccc3)cc2C(=O)N2CCN(c3ncccn3)CC2)cc1,-1,0
O=C(NC(=S)N1CCCC(O)C1)c1ccco1 (stereo unspecified),-1,4
COc1cc(OC)c(NC(=O)C2CC(=O)N(c3ccc4c(c3)OCCO4)C2)cc1Cl (stereo unspecified),2,3
Cc1cc(NC(=O)CSc2ccnc(=O)[nH]2)no1,5,3
CCN(CC)S(=O)(=O)c1cccc(C(=O)N[C@H](C(=O)NC2=NCCS2)C(C)C)c1,4,2
CCOc1cc(N2CCOCC2)c(OCC)cc1NC(=O)CN1CCSC1=O,5,2
CC(C)c1ccc(NC(=O)COC(=O)[C@@H]2CCCN2C(=O)c2cccs2)cc1,1,3
O=C(CSc1ccccc1F)OCC(=O)N1CCN(C(=O)c2ccco2)CC1,-1,4
COc1ccc(Cl)cc1NC(=O)C(C)OC(=O)C1=NNC(=O)CC1 (stereo unspecified),-2,2
C=CCn1c(COc2ccc(F)cc2)nnc1SCC(=O)NC1CC1,1,-2
NNC(=O)Cn1nc(Cc2ccccc2)n(N)c1=O,0,0
COc1cc(C(=O)NNC(=O)CNC(=O)C2CCCCC2)ccc1OC(C)C,-3,5
COc1ccc(S(=O)(=O)N2CCN(C(C)C(=O)Nc3ccc(C(C)C)cc3)CC2)cc1 (stereo unspecified),-4,3
COc1ccccc1NS(=O)(=O)c1cccc(C(=O)N/N=C(\C)c2cccnc2)c1,-3,3
COc1ccccc1C(c1c(O)nc(SC)[nH]c1=O)c1c(O)nc(SC)[nH]c1=O,0,3
CSc1ncccc1C(=O)OCC(=O)NCCc1ccccc1,2,3
O=C1C=C(c2cc(Cl)cc(Cl)c2)C[C@@H](c2ccc3c(c2)OCO3)C1,9,1
O=C1CC2(CCN(C(=O)COc3ccccc3F)CC2)Oc2ccccc21,-2,-1
CCC(C)(C)C1CCc2[nH]nc(C(=O)NCCNC(=O)OC(C)(C)C)c2C1 (stereo unspecified),0,-5
O=C(CN1C(=O)NC2(CCOc3ccccc32)C1=O)NCc1ccc(F)cc1 (stereo unspecified),-2,5
COc1ccc(C(=O)Nc2cccc(-c3ccc(N4CCOCC4)nn3)c2)cc1,4,3

# The last two entries of the part above are carried over, then new ones follow.
SMILES,IDE inh,IDE act
O=C(CN1C(=O)NC2(CCOc3ccccc32)C1=O)NCc1ccc(F)cc1 (stereo unspecified),-2,5
COc1ccc(C(=O)Nc2cccc(-c3ccc(N4CCOCC4)nn3)c2)cc1,4,3
Cc1ccc(CNC(=O)CN(C(=O)N2CCN(C)CC2)S(=O)(=O)c2ccc(C)cc2)cc1,0,-3
CC(NC(=O)CCNC(=O)c1ccc(Br)cc1)c1ccc(-n2ccnc2)cc1 (stereo unspecified),1,0
CN1C2Cc3c(n(C)c4ccccc34)C1CC=C2CO (stereo unspecified),2,-1
COc1ccc(Cl)cc1NC(=O)CN(C)C(=O)c1sc2ccccc2c1Cl,3,3
Cc1cc(C(=O)CN2C(=O)C(=O)N(C3CCCC3)C2=O)c(C)n1CCc1ccc(F)cc1,0,-2
CC1CCCCC1NC(=O)NC(=O)COC(=O)c1nccnc1N (stereo unspecified),1,1
CN(CCOc1ccccc1)S(=O)(=O)c1ccccc1C#N,-1,2
C/C=C/c1ccc(OCC(=O)Nc2cc(Cl)ccc2-n2cncn2)c(OC)c1,3,3
COc1ccccc1CN(C)CC(=O)Nc1cccc(S(=O)(=O)N2CCCC2)c1,-1,-9
COc1ccc2sc(-c3ccc(SC)cc3)c(/C=C/c3ccc(OC)c(OC)c3)c2c1,1,1
c1ccc(C2(CN3CCNC[C@H]3Cc3cccc4ccccc34)CC2)cc1,3,11
CC(=O)Nc1ccc(NC(=O)C(C)Sc2nc3nc(C)cc(C)n3n2)cc1 (stereo unspecified),-5,2
C[C@@]12C(=O)Nc3ccc(Cl)cc3C(=O)N1[C@H]1c3ccccc3OC[C@@H]1[C@@H]2c1ccccc1,0,2
Cc1sc2ncnc(N3CCC(C(=O)NNC(=O)COc4cccc(C(F)(F)F)c4)CC3)c2c1C,2,-2
Cc1ccc(S(=O)(=O)N2CCCC2CNC(=O)C(=O)Nc2ccc(F)cc2F)cc1 (stereo unspecified),-4,-3
Oc1ccc(C[C@H]2CNCCN2CC2CCCCC2)cc1,-2,3
CCN1CCN(c2ccc(NC(=O)c3cc4ccccc4cc3OC)cc2C)CC1,-5,-4
CCCCOc1ccc(C(=O)NCC(=O)NCCOc2ccccc2OC)cc1,-5,5
Cc1ccc(NC(=O)COC(=O)c2ccc(-n3nc(C)cc3C)cc2)c(F)c1,6,0
CCCCCCSc1ccc([C@@H]2[C@@H]3C(=O)N(CC)C(=O)[C@@H]3[C@]3(C(=O)OC)CCCCN23)cc1OC,5,0
CCn1c(=NC(=O)CS(=O)(=O)c2ccccc2)sc2cccc(OC)c21,7,5
CCOc1ccc(C(=O)NCC(=O)Nc2ncccc2C)cc1OCC,14,-1
COc1ccc(C)cc1NC(=O)C1CC1c1ccccc1 (stereo unspecified),0,-4
O=C(CSc1nc(-c2ccc(F)cc2)cs1)NCC1CCCO1 (stereo unspecified),2,3
C[C@@H]1CN([C@@H](C)CO)C(=O)c2cc(NC(=O)CCC(F)(F)F)ccc2O[C@H]1CN(C)Cc1ccc(Cl)c(Cl)c1,10,1
CC(C)(C)c1ccc(C(=O)NC(=O)CSc2n[nH]c(N)n2)cc1,-2,-3
Cc1ccc2c(CC(=O)N(CC3CCCO3)c3c(N)n(Cc4ccccc4)c(=O)[nH]c3=O)coc2c1 (stereo unspecified),4,2
CC1CN(C(=O)c2cccc(S(=O)(=O)N3CCN(c4ccccc4)CC3)c2)CC(C)O1 (stereo unspecified),2,3
CC(C)C[C@@]12C(=O)N(c3cccc(F)c3)C(=O)N1[C@H](c1ccc(Br)cc1)[C@@H]1C(=O)N(C(C)(C)C)C(=O)[C@@H]12,-1,6
C=CCNC(=O)c1n[nH]c2c1CC(C(C)(C)CC)CC2 (stereo unspecified),4,1
C[N+]1(C)CCCC(OC(=O)C(O)(c2ccccc2)c2ccccc2)C1 (stereo unspecified),5,2
Cc1ccc(S(=O)(=O)CCC(=O)OCC(=O)NCCc2ccccc2)cc1,-2,1
COc1ccccc1CN(C)C(=O)COC(=O)c1ccc(Cl)nc1,0,5
Cc1nn(CC(=O)N2CCc3ccccc32)c(C)c1S(=O)(=O)NC(C)(C)C,1,0
CC(=O)Nc1ccc(NC(=O)C(C)Oc2ccccc2C(=O)NCc2ccccc2)cc1 (stereo unspecified),-2,5
CC[C@]12c3[nH]c4ccccc4c3CCN1C(=O)C(CC(=O)NCCC1=CCCCC1)C[C@@H]2C(=O)N1CCN(C(=O)c2ccco2)CC1 (stereo partly specified),2,-2
O=C(CCC1CCCC1)NCCS(=O)(=O)N1CCN(c2ccc(F)cc2)CC1,-7,3
Cc1[nH]c(SCC(=O)Nc2cc(S(C)(=O)=O)ccc2Cl)nc1Cc1ccccc1,-4,2
CSc1ncccc1C(=O)OCC(=O)N1CCc2ccccc21,-2,-5
CC(=O)N1CCN(C(=O)c2ccc(C)c(S(=O)(=O)N3CCCCC3)c2)CC1,0,0
COc1cc(-c2nnc(NC(=O)CCS(=O)(=O)c3ccccc3)o2)cc(OC)c1OC,7,-2
COc1cc2c(C(F)(F)F)c(-c3ccsc3)oc(=O)c2cc1OC,1,-1
CCOC(=O)N1CCN(C(=O)c2ccc(S(=O)(=O)Nc3ccc(C)cc3)cc2)CC1,2,5
Cc1cc(=O)oc2cc(OCC(=O)N3CC(=O)Nc4ccccc43)c(Cl)cc12,-1,-2
CC1Cc2ccccc2N1C(=O)COC(=O)c1n[nH]c(=O)c2ccccc12 (stereo unspecified),-4,0
CN(CC(=O)Nc1ccccc1Cl)C(=O)Cn1nnc(-c2ccc(F)cc2)n1,0,-5
CCS(=O)(=O)Nc1ccc(C2=NN(C(=O)c3ccco3)C(c3ccco3)C2)cc1 (stereo unspecified),5,-1
CC12CCC(=O)N1C(C(=O)NCCN1C(=O)S/C(=C\c3ccccc3Cl)C1=O)CS2 (stereo unspecified),2,-3
COc1ccc(CN(C)CC(=O)Nc2cccc(S(=O)(=O)N(C)c3ccccc3)c2)c(OC)c1,2,7
Cc1cc(F)ccc1NC(=O)C1CCN(C(=O)Nc2ccccc2)CC1,1,10
COc1ccc(COC(=O)NC(C(=O)O)c2ccccc2)cc1 (stereo unspecified),7,3
O=C(NN=C1CCCCC1)Nc1ccccc1Cl,1,1
O=C(CC1SC(N2CCCC2)=NC1=O)Nc1ccc(C(=O)Nc2ncccc2O)cc1 (stereo unspecified),4,4
CC1(C)CC(=O)C=C(c2cccs2)C1,1,2
O=C(CN1C(=O)NC2(CCCC2)C1=O)Nc1cc(C(F)(F)F)ccc1N1CCCCC1,-2,0
CCC(CO)Oc1cc(NCc2ccc(C)c(C)c2)c2ncn(C(C)C)c2c1 (stereo unspecified),0,-3
Cc1ccc2nc(SCC(=O)OCc3ccccc3)nc(=O)n2c1,8,0
CCc1noc(C)c1C(=O)Nc1nc2c(C)cccc2s1,-2,2
Cc1ccccc1CN(C)C(=O)COC(=O)c1ccc2[nH]c(C)c(C)c2c1,2,2
O=C(NNC(=O)c1cncc(Br)c1)c1ccncc1,3,0
# Additional records
SMILES,IDE inh,IDE act
CSc1nc(O)c(C(c2ccccc2Cl)c2c(O)nc(SC)[nH]c2=O)c(=O)[nH]1,9,1
CN(CC(=O)Nc1ccc(F)cc1)CC(=O)NC1CCCCC1,-1,-1
CCCn1c(NC(=O)CCNC(=O)c2ccccc2Cl)nc2ccccc21,0,1
O=C(CCC(=O)c1ccc(Cl)cc1)OCc1nc2ccsc2c(=O)[nH]1,6,4
COc1ccc(CNC(=O)C(C)Sc2nc3ccccc3c(=O)n2CC2CCCO2)cc1 (stereo unspecified),5,1
Cn1c(=O)c2[nH]c(-c3ccc(S(=O)(=O)O)cc3)nc2n(C)c1=O,2,-2
O=C(Cn1cnc([N+](=O)[O-])c1)c1ccc(F)cc1,-3,-1
CCN(C(=O)CSc1ccc(S(=O)(=O)N2CCOCC2)cn1)c1ccccc1,5,2
Cc1nc(SCC(=O)NCC2CCCO2)c2cc(-c3ccccc3)sc2n1 (stereo unspecified),5,-3
O=C(COC(=O)C1CCC1)Nc1cccc(Cl)c1,-2,4
COc1ccc(-c2nc(CC(=O)Nc3cccc(S(=O)(=O)NC4=NCCC4)c3)cs2)cc1,-2,3
COc1cc(NC(=O)COC(=O)CNC(=O)C23CC4CC(CC(C4)C2)C3)cc(OC)c1,-3,1
O=C(Nc1cccc(Cl)c1Cl)C1CCCC1,2,6
Cc1sc2ncnc(N3CCC(C(=O)Nc4sc5c(c4C(N)=O)CCC(C)C5)CC3)c2c1C (stereo unspecified),4,1
COc1ccc2sc(N(CCCN(C)C)C(=O)c3ccc(S(=O)(=O)N4CCc5ccccc5C4)cc3)nc2c1,1,14

# 14 of these compounds in another layout.
IDE inh | IDE act | compound
2 | 2 | Cc1ccccc1CN(C)C(=O)COC(=O)c1ccc2[nH]c(C)c(C)c2c1
3 | 0 | O=C(NNC(=O)c1cncc(Br)c1)c1ccncc1
9 | 1 | CSc1nc(O)c(C(c2ccccc2Cl)c2c(O)nc(SC)[nH]c2=O)c(=O)[nH]1
-1 | -1 | CN(CC(=O)Nc1ccc(F)cc1)CC(=O)NC1CCCCC1
0 | 1 | CCCn1c(NC(=O)CCNC(=O)c2ccccc2Cl)nc2ccccc21
6 | 4 | O=C(CCC(=O)c1ccc(Cl)cc1)OCc1nc2ccsc2c(=O)[nH]1
5 | 1 | COc1ccc(CNC(=O)C(C)Sc2nc3ccccc3c(=O)n2CC2CCCO2)cc1 (stereo unspecified)
2 | -2 | Cn1c(=O)c2[nH]c(-c3ccc(S(=O)(=O)O)cc3)nc2n(C)c1=O
-3 | -1 | O=C(Cn1cnc([N+](=O)[O-])c1)c1ccc(F)cc1
5 | 2 | CCN(C(=O)CSc1ccc(S(=O)(=O)N2CCOCC2)cn1)c1ccccc1
5 | -3 | Cc1nc(SCC(=O)NCC2CCCO2)c2cc(-c3ccccc3)sc2n1 (stereo unspecified)
-2 | 4 | O=C(COC(=O)C1CCC1)Nc1cccc(Cl)c1
-2 | 3 | COc1ccc(-c2nc(CC(=O)Nc3cccc(S(=O)(=O)NC4=NCCC4)c3)cs2)cc1
-3 | 1 | COc1cc(NC(=O)COC(=O)CNC(=O)C23CC4CC(CC(C4)C2)C3)cc(OC)c1

# New compounds follow
SMILES,IDE inh,IDE act
CCN(CC(=O)NCc1cccs1)C(=O)/C=C/c1cccc(Br)c1,-1,3
O=C(CCNC(=O)c1ccc([N+](=O)[O-])cc1)Nc1ccc(S(=O)(=O)N2CCOCC2)cc1,5,4
O=C(COC(=O)C1CCN(c2ccc(C(F)(F)F)cn2)CC1)c1ccccc1Cl,10,-9
CC(=O)c1sc(NC(=O)CN2C(=O)C3CC=CCC3C2=O)nc1-c1ccccc1 (stereo unspecified),1,3
Cc1cc(NC(=O)C(C)SCC(=O)Nc2cc(Cl)ccc2N2CCN(C)CC2)no1 (stereo unspecified),-2,8
O=C(CNC(=O)c1ccccc1F)Nc1ccc2c(c1)CCC2,4,1
CCCn1nc(C(=O)Nc2ccc(N3CCOCC3)cc2)c2ccccc2c1=O,0,-2
CC1C(=O)N2CCCc3cc(NC(=O)C(=O)NCc4ccccn4)cc1c32 (stereo unspecified),-1,4
